# Dicer inh: inhibitors of Dicer pre-microRNA processing, primary screen, biochemical, cat-ELCCA, chemiluminescence | Endoribonuclease Dicer (Homo sapiens), Q9UPY3 | z-score at 25 µM | cat-ELCCA pre-miR-21 Dicer processing; hits give high values | hit rate 6% among 47,000; in the data active = z-score above about 3, passing the limit was not always enough;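 note: plate controls were vehicle for no effect and no enzyme for full effect; higher signal means more uncleaved substrate so more Dicer inhibition; strong numbers were not always called active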
# * hit, by the source's call.
# Preview:
SMILES,Dicer inh
CC1CCc2c(sc(NC(=O)Cn3nc(C(F)(F)F)c4c3CCC4)c2C(N)=O)C1 (configuration not stated),-0.32
CC1(C)C2CCC13CS(=O)(=O)N1OC13C2 (configuration not stated),-1.1
CC(NC(=O)C(=O)NC(C)C1COc2ccccc2O1)C1COc2ccccc2O1 (configuration not stated),-0.57
O=C(O)CCC(=O)N1CCN(c2nc(-c3ccccc3)c3ccccc3n2)CC1,-1.2

# All compounds of this part, from the first entry:
SMILES,Dicer inh
CC1CCc2c(sc(NC(=O)Cn3nc(C(F)(F)F)c4c3CCC4)c2C(N)=O)C1 (configuration not stated),-0.32
CC1(C)C2CCC13CS(=O)(=O)N1OC13C2 (configuration not stated),-1.1
CC(NC(=O)C(=O)NC(C)C1COc2ccccc2O1)C1COc2ccccc2O1 (configuration not stated),-0.57
O=C(O)CCC(=O)N1CCN(c2nc(-c3ccccc3)c3ccccc3n2)CC1,-1.2
O=C(CSc1ncc(C(F)(F)F)cc1Cl)Nc1cccc(Cl)c1,3.8
O=C(O)c1ccccc1SC1CC(=O)N(c2ccc(OC(F)(F)F)cc2)C1=O (configuration not stated),1.5
Cc1cc(NC2=NS(=O)(=O)c3ccccc32)ccc1Br,0.6
CCOC(=O)c1nnn2c1nc(SCC(C)=O)c1ccccc12,-1.6
CN1CCC(=C2c3ccccc3CCc3cccnc32)CC1,0.81
Cn1cnc2nc(SCC(=O)O)nc(N)c21,0.27
CCOc1cc(C2NC(=O)c3sc(=S)n(-c4ccccc4)c3N2)ccc1OC(C)=O (configuration not stated),1.7
C=CCN1C(=O)C2(/C(=C(/O)c3ccc(OCC)cc3)C(=O)C(=O)N2CCOC)c2ccccc21 (configuration not stated),2.4
Cc1ccccc1-c1nnc(SCc2ccc(F)cc2)o1,1.7
Cc1c(C(=O)Nc2ccccc2)c(-c2ccc(Cl)cc2Cl)nn1-c1ccc([N+](=O)[O-])cc1,-0.56
NC(N)=NC(N)=Nc1ccccc1Oc1ccc(Cl)cc1Cl,-0.48
Cc1cc(NC(=S)NCCO)ccc1F,-0.76
CCc1nnc2c3c4c(sc3ncn12)CC(C)CC4 (configuration not stated),-0.79
CCOC(=O)c1c(C)csc1NC(=O)Nc1ccc(Cl)cc1,-0.9
CC1=C(C(=O)Nn2cnc3cccc(F)c3c2=N)Sc2ccccc2N1,-8
CC1/C(=N\O)CC(c2ccccc2)N(C)C1c1ccccc1 (configuration not stated),-0.16
CC(=O)c1ccc(NCN2C(=O)/C(=C\N(C)C)NC2=S)cc1,-0.2
O=C1c2ccccc2S(=O)(=O)N1c1ccc(Cl)cc1,1.3
Cc1cccc(-c2nc(-c3ccc(N4CCN(c5ccc(C(F)(F)F)cn5)CC4)nc3)no2)c1,-0.95
Clc1ccc(OCc2nn3c(-c4ccccc4)nnc3s2)cc1,1.7
O=S1(=O)N=C(Nc2ccccc2Br)c2ccccc21,1.7
O=C1CC(c2ccccc2)CC(=O)N1c1ccc(N2CCOCC2)cc1,-0.18
CC(C)(C)OC(=O)NCCNc1ccc(C(F)(F)F)cc1N,0.68
Cc1noc(C(F)(F)F)c1C(=O)O/N=C(\N)c1cccc(C(F)(F)F)c1,-1.5
CCOC(CC(=O)NNC(=O)c1c(-c2c(F)cccc2Cl)noc1C)OCC,-3
O=C1CC(c2ccccc2)Sc2nc(-c3ccc(F)cc3)nn21 (configuration not stated),-0.47
Brc1ccc2c(c1)c1ccccc1n2CN1CCCCC1,2.1
O=S(=O)(c1ccc2ccccc2c1)N(CC(O)COCc1ccco1)c1ccccc1 (configuration not stated),-0.32
CC1(C)CC(=O)C(C2CC(c3ccccc3)OC3=C2C(=O)CC(C)(C)C3)C(=O)C1 (configuration not stated),1.9
Cc1nn(-c2ccccc2)c2c1C(c1ccc(O)cc1)C(C#N)=C(N)O2 (configuration not stated),-6.5
CCCCCCSC1=C(C#N)C(=O)NC(CO)S1 (configuration not stated),-2.3
CCc1ccc(CN2CCC(N3CCN(CCO)CC3)CC2)cc1,0.59
CN(C(=O)c1cn(C)c(=O)cc1C(F)(F)F)c1ccc(Cl)cc1,-0.58
CCOC(=O)c1nn(-c2ccccc2)c(=N)c(C#N)c1C,-1.9
Nc1c(-c2n[nH]c(=S)n2-c2ccc(Cl)cc2)sc2nnc(-c3ccccc3)c(-c3ccccc3)c12,-0.48
Cn1c(CSc2cc(C(F)(F)F)nc3ccccc23)nnc1SCc1ccccc1,-1.7

# An excerpt of these results, field by field:
> Cc1nn(-c2ccccc2)c2c1C(c1ccc(O)cc1)C(C#N)=C(N)O2 (configuration not stated)
  Dicer inh: -6.5

> CCCCCCSC1=C(C#N)C(=O)NC(CO)S1 (configuration not stated)
  Dicer inh: -2.3

> CCc1ccc(CN2CCC(N3CCN(CCO)CC3)CC2)cc1
  Dicer inh: 0.59

> CN(C(=O)c1cn(C)c(=O)cc1C(F)(F)F)c1ccc(Cl)cc1
  Dicer inh: -0.58

# Additional entries follow.
SMILES,Dicer inh
C=C(C)c1cccc(C(C)(C)NC(=O)NCc2ccncc2)c1,1.3
CC(=O)N1CCC(C(=O)Nc2cc(C)cc(C)c2)CC1,1.1
CC1(C)c2cc(O)ccc2OC1N1CCOCC1 (configuration not stated),0.09
COC(=O)c1n[nH]n(-c2ccc(F)c(Cl)c2)c1=O,1
CC1=Nc2ccc(Br)cc2C(c2ccccc2)N1CC(=O)O (configuration not stated),0.23
Cc1nc(Sc2ccccc2)c(C#N)c(C)c1[N+](=O)[O-],-11
Cc1c(-c2ccc(-c3ccccc3F)cc2)nc2ccc(F)cc2c1C(=O)O,0.46
CCOC(=O)c1c(NC(=O)COc2ccc(Br)cc2)sc2c1CCC2,-0.69
CC(C)NC(=O)C(=O)NCC1CCCO1 (configuration not stated),0.7
Cc1ccc(/C(O)=C2\C(=O)C(=O)N(CCCn3ccnc3)C2c2ccco2)cc1 (configuration not stated),0.48

# Some values from the results shown:
# Result of CC1=Nc2ccc(Br)cc2C(c2ccccc2)N1CC(=O)O (configuration not stated) in Dicer inh: 0.23
# Result of CC1(C)c2cc(O)ccc2OC1N1CCOCC1 (configuration not stated) in Dicer inh: 0.09

# (list continues)
SMILES,Dicer inh
O=S(=O)(c1cc(C(F)(F)F)cc(C(F)(F)F)c1)c1cccc(S(=O)(=O)N2CCOCC2)c1,-0.63
Cc1ccc(Cl)c2c1N[C@@H](c1ccc(C(=O)O)cc1)[C@H]1CC=C[C@@H]21,8.9
Cc1ccoc1C(=O)N1CCCCC1C(=O)O (configuration not stated),2.1
Cc1cc(C)n(Cc2cc(C)c(Cn3nc(C)cc3C)cc2C)n1,1.2
O=C1NN=C(c2ccccc2)C1CCO (configuration not stated),0.72
COC(=O)c1ccc(N2C(=O)C3C4c5ccccc5C(C)(c5ccccc54)C3C2=O)cc1 (configuration not stated),1.7
CCOc1ccc(C(=O)Cn2c(C)[n+](C)c3ccccc32)cc1,-1.2
Cc1[nH]c(=S)[nH]c(=O)c1CCC(C)C,1.2
CCOc1ccc(C2c3c(oc4ccc(F)cc4c3=O)C(=O)N2c2nc(C)c(C(=O)OC)s2)cc1 (configuration not stated),0.7
Cc1cccc(-c2nc(C)cc(=O)[nH]2)c1,2

# Five of the compounds above, as tab-separated lines.
molecule	Dicer inh
Cc1cc(C)n(Cc2cc(C)c(Cn3nc(C)cc3C)cc2C)n1	1.2
O=C1NN=C(c2ccccc2)C1CCO (configuration not stated)	0.72
COC(=O)c1ccc(N2C(=O)C3C4c5ccccc5C(C)(c5ccccc54)C3C2=O)cc1 (configuration not stated)	1.7
CCOc1ccc(C(=O)Cn2c(C)[n+](C)c3ccccc32)cc1	-1.2
Cc1[nH]c(=S)[nH]c(=O)c1CCC(C)C	1.2

# Next section:
SMILES,Dicer inh
O=c1c(Sc2ccc(Cl)cc2)c(Sc2ccc(Cl)cc2)c1=O,-3.8
Oc1ccc(Cc2ccc(O)c3ncccc23)c2cccnc12,1.8
O=c1c(Cc2ccccc2OCc2ccccc2)coc2ccccc12,-0.05
CCOC(=O)c1ccc2c(c1)nnn2C,-0.92
Cc1ccc(-c2nn(-c3ccccc3)cc2C2CC(c3cccs3)=NN2S(C)(=O)=O)cc1 (configuration not stated),-1.1
O=C(Oc1ccc2cc(Br)ccc2c1)c1ccco1,5.8*
c1cc(-c2nc3cc4sc(-c5ccn[nH]5)nc4cc3s2)[nH]n1,3.2*
COc1cccc(NC(=S)Nc2cc(C)cc(C)n2)c1,0.94
CC1=C(C(=O)OCCOC(C)C)C(c2cccc(O)c2)C2=C(CC(c3cccs3)CC2=O)N1 (configuration not stated),0.67
CN(C)c1ccc(NC2CC(=O)N(c3ccc(N4CCOCC4)cc3)C2=O)cc1 (configuration not stated),-1.2
COCc1cc(C)nc(Nc2ccccc2OC)c1C#N,0.34
CNC(=O)c1ccccc1-[s+]1c2ccccc2c(=O)n1C (configuration not stated),1.8
O=C(O)c1cc2cc(OC(F)(F)F)ccc2[nH]1,-1.3
Nc1cc(N)nc(SCCC(=O)O)n1,3.3*
O=C(O)CSCC(=O)Nc1ccccc1Sc1ncnc2cc(-c3ccccc3)sc12,-0.26
N#Cc1cnc(N2CCc3ccccc32)nc1N,-0.9
O=C(c1ccccc1)N1CCN(C2=NS(=O)(=O)c3ccccc32)CC1,7
C=CCn1c(CSc2ccccc2[N+](=O)[O-])n[nH]c1=S,-0.95
FC(F)(F)c1cc(NC(=S)NNc2ccccc2)cc(C(F)(F)F)c1,10
O=S(=O)(c1ccccc1OC(F)(F)F)N1CCN(c2nc3ccc(Cl)cc3s2)CC1,-0.9
CCOC(=O)c1ccc(N=C(N)SCc2ccccc2)cc1,2.2
CC1(C)CC(=O)c2cc(C(=O)NC3CCSC3=O)c(=O)n(-c3ccc(Cl)cc3)c2C1 (configuration not stated),-0.53
Cn1c(=O)c2c(ncn2CC(=O)NN)n(C)c1=O,0.15
Cc1c(N2C(=O)CSC2c2ccc(F)cc2)c(=O)n(-c2ccccc2)n1C (configuration not stated),0.89
CCn1c2ccccc2c2cc(C3C(C#N)=C(N)Oc4n[nH]c(COC)c43)ccc21 (configuration not stated),-5.4
COc1c(Br)csc1-c1nnc(-c2cccc([N+](=O)[O-])c2)o1,0.63
c1cnc2nc(SCc3ccc(CSc4nc5ncccc5[nH]4)cc3)[nH]c2c1,0.03
COc1ccc(Nc2nc3c4ccccc4n(C(C)=O)c3s2)cn1,-1.2
C=CCn1c(Sc2ncc(C(=O)OC)cc2[N+](=O)[O-])n[nH]c1=O,-0.67
CSc1cccc(NC(=O)C(=O)N/N=C/c2ccc(N(C)C)cc2Cl)c1,-2.9
N#Cc1cc([N+](=O)[O-])c(N2CCCC2)cc1N1CCCC1,-0.36
CC1(C)CC(=O)c2ccc(OCC(=O)Nc3ccccc3)cc2O1,2
CC(C)(C)c1ccc(NC(=O)NC2CCCc3ccccc32)cc1 (configuration not stated),1.4
Cc1nc2c(=O)n(-c3c(Cl)cccc3Cl)nc(C)c2s1,0.27
CS(=O)(=O)N(CC(=O)O)c1cccc2ccccc12,-1.7
Cn1c(=O)c2c(nc(OCC3CCCCO3)n2Cc2ccc(F)cc2)n(C)c1=O (configuration not stated),-0.59
O=C(CSc1nc2ccccc2s1)Nc1ncc2c(n1)CC(c1ccco1)CC2=O (configuration not stated),1.2
O=C(Oc1ccccc1)n1c(=S)oc2ccccc21,1.3
CC(=O)c1cc([N+](=O)[O-])c(Sc2ccc(Cl)cc2)s1,-6.3
COc1ccc(C2C(C(=O)c3cccs3)=C(O)C(=O)N2Cc2cccnc2)cc1 (configuration not stated),-3
COc1cccc(C2C(C(=O)OC3CCCCC3)=C(C)NC3=C2C(=O)CC(C)(C)C3)c1 (configuration not stated),0.37
CCCN1c2ccccc2C(=C2SC(C(=O)OC)=C(C(=O)OC)S2)C(=S)C1(C)C,0.25
COC(=O)C(C)Sc1nc(C(=O)C(F)(F)F)c2ccccn12 (configuration not stated),0.04
Cc1cccc(NC(=S)N(C)C)c1C,-0.39
O=C1CCCC/C1=C\Nc1ccccc1,4.3*
CC(C)COC(=O)NC(C)(C)COC(=O)Nc1ccc(Cl)cc1,-1.4
CCOC(=O)c1cc(C#N)c(Sc2n[nH]c(C(C)(C)C)n2)nc1C(F)(F)F,-0.66
O=C(CSc1nnc(-c2ccncc2)o1)c1ccc(-c2ccccc2)cc1,1.9
O=C(/C=C/OC(=O)c1cc(C(F)(F)F)cc(C(F)(F)F)c1)c1ccc(Cl)cc1,0.58
Clc1ccccc1-c1nn2c(-c3ccccc3)nnc2s1,0.86
# Next structures follow:
SMILES,Dicer inh
Clc1ccc(SCc2csc(N3CCOCC3)n2)cc1,0.04
COc1cc(C2CC(=O)Nc3c2ccc2ccccc32)cc(Cl)c1O (configuration not stated),0.35
CCOC(=O)C(NC(=O)CC)(Nc1ccccc1)C(F)(F)F (configuration not stated),-0.19
Nc1ccn([C@@H]2O[C@H](CO)[C@@H](O)[C@@H]2O)c(=O)n1,-0.83
Cc1ccc(N2C(=O)C3C4C=CC(CC4)C3C2=O)cc1Cl (configuration not stated),-0.13
COc1cscc1C(=O)NNC(=O)c1cccc(C(F)(F)F)c1,1
CCCCCC(=O)N1CC2(C)CN(C(=O)CCCCC)CC(C)(C1)C2=O,1.2
CCCOc1ccc(C2c3c(oc4ccc(F)cc4c3=O)C(=O)N2CCCN(C)C)cc1OCC (configuration not stated),-0.62
N#Cc1nc(COc2ccc(Cl)cc2)oc1NCCc1ccccc1,-1.6
O=[N+]([O-])/C=C/c1c2ccccc2cc2ccccc12,2.8
CC(C)(C)C(=O)Nc1ccc(Sc2ccccc2)nc1Sc1ccccc1,-1.1
COc1ccc(C(=O)CCc2nc3ccccc3s2)cc1,2.1
CC(O)c1ccccc1-c1ccccc1C(C)O (configuration not stated),-0.55
COc1ccc(C(C)N2CC34C=CC(O3)C(C(=O)O)C4C2=O)cc1 (configuration not stated),-0.58
CCC(C)N/C=C(\C#N)S(=O)(=O)c1ccc(Br)cc1 (configuration not stated),-0.36
CO[C@@H]1[C@@H](OC(N)=O)[C@@H](O)[C@H](Oc2ccc3c(O)c(NC(=O)c4ccc(O)c(CC=C(C)C)c4)c(=O)oc3c2C)OC1(C)C,-0.49
Nc1ccc2nc(SCC(=O)Nc3ccccc3)sc2c1,-1.8

# Screening results (PubChem)

# The list is partial, so the mix of outcomes need not match the whole.
